Tn6 DDE FP: inhibitors of Tn6 peptide binding to human fibrin DD(E); P02675; actives 0.21% (n = 370,000); Fibrin DD(E) TRITC-Tn6 fluorescence polarization displacement; inhibition, % at 8.3 µM;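 active = inhibition above a per-campaign cutoff: mean of compounds within control limits plus 3 SD, cut at about 15% in these data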;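 note: 0% = median of all compound wells on the plate and 100% = blocking peptide control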
NPR1 activator: GC-A (human) enzyme activation. HEK293 GC-A cells, cGMP TR-FRET, EC30 ANP; 0% at EC30 ANP, 100% saturating ANP. activation, % at 10 µM. AID 1671463. actives 0.14% (n = 370,000); in the data active = activation above about 40%
ADAM10 inh: inhibitors of human ADAM10. O14672. recombinant ADAM10, EDANS/DABCYL FRET peptide cleavage, 3 h. inhibition, % at 7 µM. actives 0.62% (n = 370,000). AID 720582;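 active = inhibition above a per-campaign cutoff equal to the mean of compounds falling between control-based bounds plus 3 SD, cut at about 20% in these data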;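 note: 0% = DMSO wells while the 100% control is not disclosed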
HGIII-sPLA2 inh: Blocks human group III sPLA2 activity; inhibition, % at 12.2 µM; QFRET BODIPY PC-A2 liposome hydrolysis, fluorescence; AID 743126; Q9NZ20; actives 0.56% (n = 370,000);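 active = inhibition above mean plus 3 SD of compounds lying within the high and low control bounds, cut at about 19% in these data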;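 note: 0% = median of test compound wells and 100% = no enzyme DMSO wells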
Target sequence (Q9NZ20 whole entry, looked up): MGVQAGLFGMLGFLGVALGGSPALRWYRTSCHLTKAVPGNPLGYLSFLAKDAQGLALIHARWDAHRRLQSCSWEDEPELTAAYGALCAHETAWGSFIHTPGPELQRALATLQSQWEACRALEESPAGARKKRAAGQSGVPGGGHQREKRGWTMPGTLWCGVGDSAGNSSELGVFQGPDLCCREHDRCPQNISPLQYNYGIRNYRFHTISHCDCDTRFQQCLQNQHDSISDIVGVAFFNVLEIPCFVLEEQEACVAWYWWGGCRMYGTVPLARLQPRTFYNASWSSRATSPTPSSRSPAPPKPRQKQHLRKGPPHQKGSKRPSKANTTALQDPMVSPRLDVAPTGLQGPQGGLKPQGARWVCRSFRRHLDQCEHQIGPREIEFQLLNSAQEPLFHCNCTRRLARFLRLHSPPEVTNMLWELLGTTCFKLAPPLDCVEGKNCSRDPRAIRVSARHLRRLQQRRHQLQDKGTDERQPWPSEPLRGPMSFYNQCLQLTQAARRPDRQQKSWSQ
ARFGAP1 inh: inhibitors of rat ARFGAP1; Q62848; Arfgap1-stimulated ARF1 GTP hydrolysis, GDP FP detection; inhibition, % at 16.5 µM; actives 0.26% (n = 360,000); AID 651572;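 active = inhibition above a per-plate limit, mean inhibition of low control wells plus 3 SD, cut at about 25% in these data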;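 note: 0% = DMSO wells with enzyme and 100% = wells lacking Arfgap1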
Target sequence (Q62848 1-136 limits assumed): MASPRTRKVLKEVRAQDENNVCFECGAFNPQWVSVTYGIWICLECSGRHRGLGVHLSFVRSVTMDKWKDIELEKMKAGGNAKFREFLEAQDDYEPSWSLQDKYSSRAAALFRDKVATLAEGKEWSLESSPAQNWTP
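material = rat Arfgap1 catalytic domain, aa 1-136 | also added = human ARF1(Δ1-17)-GTP substrate | compound dosing = one concentration, 16.5 µM, DMSO 1.26% | times = GTP hydrolysis reaction 2 h at 25 °C | measured by = FP, GDP Alexa 633 tracer displaced from anti-GDP antibody, 620/688 nm | evaluation = percent inhibition of Arfgap1-stimulated GTP hydrolysis | replication = single well per compound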
GAA850 FXN act: frataxin GAA850 promoter activation; HEK293 lucGAA850 FXN promoter luciferase reporter, 24 h; percent of 10 µM SAHA response; activation, % at 6 µM; actives 0.56% (n = 360,000);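 active = activation above the average of all compounds screened plus 3 SD, cutoff fixed separately per campaign, cut at about 7.5% in these data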;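 note: 0% = DMSO wells and 100% = 10 µM SAHA wells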
rCAG binder: r(CAG) repeat RNA binding | TO-PRO-1 dye displacement fluorescence | inhibition, % at 3 µM | actives 1.3% (n = 370,000) | AID 651821;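 active = inhibition above the plate cutoff, the mean of all test compounds on that plate plus 3 SD, cut at about 35% in these data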;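 note: 0% = DMSO alone and 100% = 100 µM mitoxantrone as full dye displacement; higher means more dye released from RNA so lower well fluorescence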
KLK7 zymogen act: activators of human kallikrein-7 zymogen; P49862; purified proKLK7, EDANS-DABCYL substrate fluorescence; 100% is mature enzyme control, 0% vehicle; activation, % at 7 µM; actives 0.9% (n = 370,000); AID 652039;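 active = activation above the mean of all tested compounds plus 3 SD, computed per campaign excluding outliers beyond control limits, cut at about 13% in these data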
ASAP1 GAP inh: ASAP1 ArfGAP inhibition. inhibition, % at 16.5 µM. actives 0.19% (n = 360,000). ASAP1-stimulated ARF1 GTP hydrolysis, GDP FP detection; in the data active = inhibition above about 25%;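 note: 0% = vehicle with enzyme and substrate and 100% = no enzyme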
Target sequence (Q9ULH1 325-724 limits assumed): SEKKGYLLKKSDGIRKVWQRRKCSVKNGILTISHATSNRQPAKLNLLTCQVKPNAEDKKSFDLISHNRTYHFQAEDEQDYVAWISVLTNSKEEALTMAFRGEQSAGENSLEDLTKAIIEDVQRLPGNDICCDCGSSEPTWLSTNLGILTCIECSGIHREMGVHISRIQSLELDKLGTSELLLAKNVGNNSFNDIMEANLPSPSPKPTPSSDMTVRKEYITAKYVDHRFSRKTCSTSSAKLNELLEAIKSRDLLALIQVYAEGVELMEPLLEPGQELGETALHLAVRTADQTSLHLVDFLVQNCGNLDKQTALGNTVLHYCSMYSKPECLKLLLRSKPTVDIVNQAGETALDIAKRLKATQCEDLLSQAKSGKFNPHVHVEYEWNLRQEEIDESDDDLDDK
GC-B act: GC-B (human) receptor activation. HEK293-GC-B cells, CNP EC30, cGMP TR-FRET; 0% at EC30 CNP, 100% saturating CNP. activation, % at 10 µM. actives 0.11% (n = 370,000). AID 1920062;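 active = activation at 10 µM reaching about 35% in either raw or pattern-adjusted values, limit read from the data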
* = called active by the depositor; / = no result given.

SMILES	Tn6 DDE FP	NPR1 activator	ADAM10 inh	HGIII-sPLA2 inh	ARFGAP1 inh	GAA850 FXN act	rCAG binder	KLK7 zymogen act	ASAP1 GAP inh	GC-B act
Cc1ccc(S(=O)(=O)N2CCC(C(=O)NNC(=O)c3ccccc3)CC2)cc1	2	-4	5	1	-3	2.6	-3	-0.5	-18	3
Cc1ccc(S(=O)(=O)CC(c2ccccc2)N2CCCCC2)cc1 (stereo not drawn)	2	-1	-2	-1	5	3.3	-5	-0.1	-16	-3
COc1cc(/C=N/OCC(=O)NC2CCCCC2C)ccc1OCc1ccc(Cl)cc1 (stereo not drawn)	8	-2	-7	8	-12	1.4	-4	-0.2	5	0
COc1cccc(/C=C/C(=O)Nc2ccc3c(c2)OCCO3)c1OC	-12	9	-1	-8	-3	2.7	-3	0.4	-4	4
Cc1ccccc1N(Cc1cc(=O)[nH]c2ccccc12)C(=O)C(C)C	5	-6	-8	6	6	-2.1	-6	-0.2	-5	-4
COc1cc(/C=N/NC(=S)NCCN2CCOCC2)ccc1O	-1	0	-53	13	6	-2.1	-5	-18	-1	2
CCOC(=O)c1sc(NC(=O)C2CC=CCC2C(=O)O)nc1C (stereo not drawn)	3	-2	1	5	-3	0.6	4	-0.1	-2	-1
C/C=C/C(=O)N1CC2(CC(c3cccc(NC(=O)COc4ccc(Cl)cc4)c3)=NO2)C[C@@H]1C(N)=O (stereo partly drawn)	0	0	6	-12	3	0.4	12	0.2	3	-2
CC(C)(C)C1CCCCC1NC(=O)c1ccncc1 (stereo not drawn)	1	4	-9	2	1	0.2	-3	0.1	-7	4
COc1ccc(C2(C)NC(=O)N(CC(=O)NC3CC3)C2=O)cc1 (stereo not drawn)	-5	2	-19	0	7	1.3	3	0.2	17	4
CCCOc1ccc(Cc2c(Cl)nc(SC)nc2N(C)C)cc1	-1	3	9	0	5	0.5	-2	0.4	-11	-3
Cc1c(OCc2ccc(C(=O)O)cc2)ccc2c(-c3ccccc3)cc(=O)oc12	10	-7	-3	6	-6	-3.5	-1	-0.3	8	-5
N#C/C(=C\Nc1ccc(F)c(Cl)c1)C(=O)C1CC1	-3	-1	-4	-4	2	0.7	-3	0.4	4	-3
Brc1ccc(-c2noc3c2-c2nc(-c4ccccc4)sc2CC3)cc1	-1	3	5	11	27*	0.2	12	-0.2	15	3
Cc1ccnc(N2CCC(C(=O)NCc3ccc(F)cc3)CC2)n1	10	-3	-35	-3	-3	-1.4	0	-0.6	-10	1
O=C(O)Cn1cc(CN2CCOCC2)c2ccccc21	5	3	-2	-1	1	0.6	3	0.1	-6	3
CN(c1ccc(F)cc1)S(=O)(=O)c1ccc(Cl)c(C(=O)NC2(C)CCS(=O)(=O)C2)c1 (stereo not drawn)	2	0	-7	6	-13	1.5	1	0.0	1	3
O=C(CNC(=O)c1cccs1)NCC(=O)OCc1cccc(Cl)c1	3	1	-4	-2	-7	3.9	-3	-0.1	-6	3
COc1ccc(S(=O)(=O)Nc2cccc(-n3cnnn3)c2)cc1	-3	1	-2	-8	3	-1.1	4	0.3	-3	1
COc1cc(C(=O)OCC(=O)N2CCCC2)cc(OC)c1OC	5	-8	-5	1	-8	-3.6	-4	-0.7	6	-7
Cc1c(C(=O)NCc2ccc3c(c2)OCO3)oc2ccc(S(=O)(=O)N3CCCCCC3)cc12	0	7	9	-14	-1	1.9	3	0.0	-15	-1
CCOC(=O)C#CC(CCc1ccccc1)OS(N)(=O)=O (stereo not drawn)	1	-4	-6	3	5	0.7	3	-0.3	2	5
COc1ccc(C2/C(=C(/O)c3ccc4c(c3)CC(C)O4)C(=O)C(=O)N2CCCN2CCOCC2)cc1 (stereo not drawn)	-11	-1	-3	-9	9	1.9	12	0.7	4	0
C#CCN(CC=C)C(=O)CCc1nnc(COc2ccccc2)o1	-6	-1	-8	-1	-1	2.3	-6	-0.1	2	1
COc1ccc(Cl)cc1NC(=O)CN(C)C(=O)c1ccc(OCc2ccccc2)c(OC)c1	2	1	13	-27	1	-2.9	1	-0.2	9	-3
O=C(CN(Cc1ccco1)C(=O)c1cccc(Cl)c1)Nc1c(Cl)cc(Cl)cc1Cl	-5	-2	-4	-8	12	-3.3	1	0.8	4	-6
COc1ccc(C(=O)NC(=S)N2CCC(C)CC2)cc1Br	2	2	-5	12	9	-0.3	-2	0.0	16	3
CCN(CC)c1ccc(/C=N/N2CCN(c3ccccn3)CC2)cc1	1	1	4	15	-2	0.0	-4	0.3	-4	2
Cc1cn(C2OC(COC(=O)c3ccccc3)C(OC(=O)c3ccccc3)C2OC(=O)c2ccccc2)c(=O)[nH]c1=O (stereo not drawn)	2	-4	0	0	-9	1.6	7	-0.4	1	4
Cc1ccc(CC2C(=O)N(c3ncccn3)C(=O)C2C)cc1 (stereo not drawn)	-1	2	-2	1	-6	-2.0	2	-0.1	12	6
COc1ccc(-c2cc(-c3ccco3)[nH]c(=O)c2C#N)cc1	-1	1	-340	-1	3	1.5	15	-0.5	4	-5
O=C(Nc1ccc2c(c1)OCO2)c1cc(C2CCCCN2S(=O)(=O)Cc2ccccc2)on1 (stereo not drawn)	1	6	-1	-11	-2	2.2	2	0.3	-3	2
CCc1nc2c(OCC3CCCCC3)cccn2c1N(C)C(=O)c1ccc(OC)cc1	2	1	-11	5	-9	-1.0	5	-0.1	-3	1
CN(Cc1c(F)cccc1Cl)C(=O)c1ccc(NS(=O)(=O)c2ccc3[nH]c(=O)[nH]c3c2)cc1	-5	3	-2	-19	-4	1.1	6	-0.2	-2	2
NC(=O)c1ccc(-c2csnn2)cc1	4	1	-9	0	6	-2.4	-1	0.1	7	-2
N#Cc1cc(F)cc(OC[C@@H](O)CN2CCC(C(O)(c3ccccc3)c3ccccc3)CC2)c1	2	-20	3	-25	/	/	-3	-0.5	/	-13
O=C(NC(=S)Nc1ccc(Br)cn1)c1cncc(Br)c1	-4	5	-3	2	8	-1.5	2	0.6	2	-2
CN(C)C(=O)CNC(=O)CN1C(=O)NC2(CCCc3sccc32)C1=O (stereo not drawn)	-5	-1	3	12	0	-0.8	1	-0.5	-21	8
NC(=O)c1ccc(Oc2ccc(Cl)c3ccccc23)c([N+](=O)[O-])c1	-8	-11	4	10	8	3.1	4	-0.7	-9	-4
CN(CCO)C(=O)c1ccc(-c2nn(C)c(=O)c3ccccc23)cc1	1	-4	-8	6	5	0.9	-6	0.6	-1	1
CCc1nc2c(OCc3ccc(Cl)cc3Cl)cccn2c1N(C=O)Cc1ccc(OC)cc1	3	-4	-11	1	-5	-1.8	1	-0.1	1	3
O=C(CNC(=O)c1cc(=O)[nH]c2ccc(S(=O)(=O)N3CCOCC3)cc12)Nc1ccc(F)c(F)c1	2	-3	-22	1	-6	0.4	7	-13	5	-1
Cc1nn(Cc2ccccc2)c(C)c1NC(=O)c1cc2nc(-c3ccco3)cc(C(F)(F)F)n2n1	5	7	-90	-7	-5	-2.7	2	-2.8	-5	8
O=C(CSc1nnc(-c2ccccc2F)n1CCc1ccccc1)Nc1ccc2[nH]c(=O)[nH]c2c1	-6	-3	0	5	-2	0.8	3	1.0	8	6
CC(=O)c1cc(CN2CCN(C3CCN(C(C)C)CC3)C(CCO)C2)cs1 (stereo not drawn)	-6	0	-6	3	-1	1.8	-1	0.3	-3	-3

Overlap with the part before: four compounds, then new ones.
SMILES	Tn6 DDE FP	NPR1 activator	ADAM10 inh	HGIII-sPLA2 inh	ARFGAP1 inh	GAA850 FXN act	rCAG binder	KLK7 zymogen act	ASAP1 GAP inh	GC-B act
O=C(CNC(=O)c1cc(=O)[nH]c2ccc(S(=O)(=O)N3CCOCC3)cc12)Nc1ccc(F)c(F)c1	2	-3	-22	1	-6	0.4	7	-13	5	-1
Cc1nn(Cc2ccccc2)c(C)c1NC(=O)c1cc2nc(-c3ccco3)cc(C(F)(F)F)n2n1	5	7	-90	-7	-5	-2.7	2	-2.8	-5	8
O=C(CSc1nnc(-c2ccccc2F)n1CCc1ccccc1)Nc1ccc2[nH]c(=O)[nH]c2c1	-6	-3	0	5	-2	0.8	3	1.0	8	6
CC(=O)c1cc(CN2CCN(C3CCN(C(C)C)CC3)C(CCO)C2)cs1 (stereo not drawn)	-6	0	-6	3	-1	1.8	-1	0.3	-3	-3
O=C(CSc1nc(-c2cccs2)cc(C(F)(F)F)n1)NCCCN1CCOCC1	9	1	-15	-1	-7	1.7	-2	-0.4	-4	4
CCCCC1(Cc2cccc([N+](=O)[O-])c2)C(=O)N(c2ccccc2)N(c2ccccc2)C1=O	-2	-32	9	2	8	8.2*	-3	-0.1	-8	-23
O=C(O)COc1cnc2ccccc2n1	2	1	-86	6	3	2.4	-4	1.4	-11	8
N#Cc1c(-c2ccccc2)nc(SCC(=O)Nc2ccccc2)[nH]c1=O	1	6	3	-31	5	0.8	29	0.1	2	4
O=C1C2C3c4ccccc4C(c4ccccc43)[C@@H]2c2nc3ccccc3n21 (stereo partly drawn)	-8	-16	2	-5	8	-2.4	-4	0.2	-9	-15
O=C(C[C@H]1C[C@H]2c3cc(NS(=O)(=O)c4ccc(F)cc4)ccc3O[C@H]2[C@H](CO)O1)NCc1cc(F)ccc1F	3	-3	-2	-18	-4	-1.0	2	-0.1	12	-4
Cc1ccc(NS(=O)(=O)c2ccccc2F)cc1S(=O)(=O)N1CCCCCC1	5	2	0	-15	-8	1.8	14	0.3	10	-1
COCCN(CCOC)C(=O)CN1C(=O)NC(Cc2c[nH]c3ccccc23)C1=O (stereo not drawn)	-5	-3	2	-1	-8	-1.4	-2	0.1	-8	7
Cc1ccccc1-c1nc(CS(=O)(=O)CC(=O)N(C)C2CCCCC2)c(C)o1	8	-2	-12	-7	-1	-2.4	-3	0.2	2	0
CNC[C@H](Cc1ccccc1)NC[C@@H](Cc1cccc2ccccc12)NCCc1ccc(C)cc1	-2	-1	0	6	14	-0.4	11	0.0	0	-13
COc1ccc(Cl)cc1C(=O)NNC(=O)c1cccc(S(=O)(=O)N(C)C)c1	-12	-6	5	22*	6	1.7	2	-1.0	4	2
COc1ccc(-c2csc(CCn3nc(C)cc3C)n2)cc1OC	3	1	10	5	-4	2.2	0	-0.8	-1	-1
Fc1ccc(-c2nc3nc4ccccc4nc3n2Cc2ccco2)cc1	1	1	-90	-6	0	2.0	2	0.7	-4	5
CCC/C=N/NC(=O)c1[nH]c2c([N+](=O)[O-])cccc2c1C	2	6	2	3	-7	-0.1	11	-0.2	-5	-4
COc1ccc(CC(=O)Nc2ccc(-c3nnc(-c4ccc(C)cc4)o3)cc2)cc1	6	-2	-6	-1	-6	-0.1	-1	-1.0	0	3
CCOc1ccc(CSC2=NCCN2)cc1Cl	0	-4	-6	2	5	3.8	0	0.1	-14	-4
Cc1cc(C)n2nc(SCC(=O)N(C)C)nc2n1	-2	4	6	-2	0	-0.1	2	-0.1	12	2
O=C1NC(c2ccc(Br)cc2)Oc2ccccc21 (stereo not drawn)	5	1	-23	-2	-12	2.3	3	-0.9	1	-3
O=C(Nc1ccon1)c1cc2c(s1)CCCCCC2	-5	3	-5	-4	3	8.8*	1	-0.1	-1	-5
COc1ccc(OC)c(-n2nnnc2SCC(=O)Nc2ccc(C(=O)N3CCCCC3)cc2)c1	5	2	0	-25	7	-2.8	-5	0.2	3	-1
